GAA spleen mod = qHTS Assay for Inhibitors and Activators of Human alpha-Glucosidase From Spleen Homogenate; Lysosomal alpha-glucosidase (Homo sapiens), P10253; human spleen homogenate, 4-MU-alpha-glucoside fluorescence; Potency, µM (highest dose often 79.9 µM), inactives show top-dose activity change, negative = inhibition, most hits filed as inhibitors; 240,000 compounds, 0.006% hits;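 also: potency is read from the fitted curve at half-maximal effect; 0% = enzyme with vehicle and -100% = no enzyme basal signal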
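Enzyme source: human spleen homogenate, 1 ug/well. Buffer 50 mM citric acid/K phosphate pH 5.0, 0.01% Tween-20. 4-MU-alpha-glucoside 1 mM; 37 C x 40 min; NaOH/glycine stop; fluorescence.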
HTT ATP protect = qHTS Multiplex Assay to Identify Dual Action Probes in a Cell Model of Huntington: Cytoprotection (ATP). PC12 HTT-Q103 induced, cytoprotection, ATP luminescence, 40 h. AID 1471, 2008. 230,000 compounds, 0.14% hits. Potency, µM (highest dose often 56.4 µM), for inactives: cytoprotection (ATP increase), actives largely listed as activators;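 also: potency is read from the fitted curve at half-maximal effect; % of control where 0% means no effect; nearly all actives have a fitted effect of over 45% in size; toxic huntingtin expression switched on by the ecdysone agonist tebufenozide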
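Cells were plated at 1500 per well in phenol red-free DMEM with 5% equine and 5% calf serum. Tebufenozide (100 nM final) and compounds were added, then ATPlite reagent, and luminescence was read.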
GAA glycogen mod = qHTS Assay for Inhibitors and Activators of Human alpha-Glucosidase Cleavage of Glycogen | Potency, µM (top dose mostly 76.4 µM), without a hit: at the top dose activity change, negative = inhibition, actives largely listed as inhibitors | Lysosomal alpha-glucosidase (Homo sapiens), P10253 | 300,000 compounds, 0.38% hits | recombinant GAA, glycogen substrate, Amplex Red glucose oxidase fluorescence;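 also: potency is read from the fitted curve at half-maximal effect; 0% = full enzyme reaction and -100% = no-enzyme basal signal; the screen sought inhibitors and activators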
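Natural-substrate format: glycogen cleavage by 4 nM human enzyme, glucose read by Amplex Red coupling (Ex 573, Em 610 nm). Normalized to enzyme and no-enzyme controls.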
GAA inhib = qHTS Assay for Inhibitors of Human alpha-Glucosidase as a Potential Chaperone Treatment of Pompe Disease | 200,000 compounds, 0.005% hits | purified human GAA, 4-MU-alpha-glucoside fluorescence | Potency, µM (series often up to 76.9 µM), for the others: at the top dose activity change, negative = inhibition, most hits filed as inhibitors | Lysosomal alpha-glucosidase (Homo sapiens), P10253;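 also: potency is read from the fitted curve at half-maximal effect; plate controls were uninhibited enzyme wells for no effect and no-enzyme background for full effect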
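Activity normalized between no-enzyme (basal) and enzyme-only wells. Conditions: 4 nM human enzyme, 400 uM fluorogenic substrate, citrate/phosphate pH 5.0 with Tween-20, 20 min room temperature, compounds up to 77 uM.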
LMNA splice mod = qHTS Assay for Modulators of Lamin A Splicing. AID 1487, 2009. Potency, µM (series often up to 46.1 µM), for inactives: at the top dose ratio change, negative = inhibition, usual class: inhibitors. 200,000 compounds, 0.01% hits. HeLa LMNA splicing GFP/RFP minigene ratio, 48 h; active = well fitted inhibition curve with a large enough effect in the signal ratio, with a control signal flat, not every such curve was filed as active; inconclusive = small, poorly fitted or top-dose-only effect, or effect the other way, or a change in a side signal; the % refers to the signal ratio; also: potency is read from the fitted curve at half-maximal effect; % is scaled to controls: 0 for no effect and ±100 for the full control effect
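S3 HeLa cells stably expressing lamin A-EGFP splicing minigene plus DsRed2, 600 cells/well, 48 h compound exposure at 37C. Laser-scanning cytometry; analysed as GFP (500-530 nm)/RFP (575-640 nm) total intensity ratio; 0.5% DMSO vehicle.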
HTT aggregate = qHTS Multiplex Assay to Identify Dual Action Probes in a Cell Model of Huntington: Aggregate Formation (GFP). PC12 HttQ103-GFP aggregates, Acumen cytometry, 40 h. Potency, µM (doses to about 46.1 µM), without a hit: top-dose activity change, negative = inhibition, hits mostly inhibitors. 220,000 compounds, 1.1% hits. AID 1688, 2009; also: potency is read from the fitted curve at half-maximal effect; % is scaled to controls: 0 for no effect and ±100 for the full control effect; nearly all actives have a fitted effect of over 60% in size
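PC12 cells with ecdysone-inducible HTT exon1 Q103-GFP, induced by 100 nM tebufenozide, given compounds in a concentration series. GFP aggregates (1–25 um, 6 SD above background) counted in lysates by laser-scanning cytometry, 488 nm excitation.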
CBFb RUNX1 block = qHTS Assay for Compounds Blocking the Interaction Between CBF-beta and RUNX1 for the Treatment of Acute Myeloid Leukemia; AlphaScreen CBFb-His/RUNX1-biotin binding, biochemical; Potency, µM (titrated, usually from 59.8 µM), inactives show at the highest dose activity, negative = inhibition, hits mostly inhibitors; 230,000 tested, under 10 active; also: % of control where 0% means no effect
Target sequence (Q01196 whole entry, looked up): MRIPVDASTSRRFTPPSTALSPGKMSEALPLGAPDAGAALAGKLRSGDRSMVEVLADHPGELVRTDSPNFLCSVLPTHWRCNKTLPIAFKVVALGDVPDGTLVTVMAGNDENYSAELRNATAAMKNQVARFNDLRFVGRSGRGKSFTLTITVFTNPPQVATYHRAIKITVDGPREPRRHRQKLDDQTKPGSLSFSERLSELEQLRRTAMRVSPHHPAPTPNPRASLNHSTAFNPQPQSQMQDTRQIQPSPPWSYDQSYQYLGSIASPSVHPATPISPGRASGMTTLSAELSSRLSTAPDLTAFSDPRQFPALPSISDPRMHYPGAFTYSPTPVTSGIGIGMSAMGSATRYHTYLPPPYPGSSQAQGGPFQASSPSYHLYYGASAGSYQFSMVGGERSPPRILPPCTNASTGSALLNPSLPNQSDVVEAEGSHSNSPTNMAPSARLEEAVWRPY
Target sequence (Q13951 whole entry, looked up): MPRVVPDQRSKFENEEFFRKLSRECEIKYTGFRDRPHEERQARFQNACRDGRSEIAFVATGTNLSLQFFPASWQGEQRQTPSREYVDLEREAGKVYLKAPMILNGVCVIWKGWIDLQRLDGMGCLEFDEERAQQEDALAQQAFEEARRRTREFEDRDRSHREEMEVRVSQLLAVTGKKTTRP
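Read-out: AlphaScreen. Format: His-CBF-beta with biotinylated RUNX1 (30 nM each) preincubated 20 min, compound 15 min, Ni-chelate plus streptavidin beads 90 min; room temperature throughout.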
* = called active by the depositor; ? = inconclusive; . = not tested or not shown; [ ] = dose if it differs, or a comment. Unless noted, calls follow the shape of the dose curve; as a rule, active = well fitted curve in the direction sought with a large enough effect; inconclusive = small, poorly fitted or top-dose-only effect, or another doubt; inactive = no such curve, though single readings can be large; an effect the other way counts as inactive or inconclusive.

Compound	GAA spleen mod	HTT ATP protect	GAA glycogen mod	GAA inhib	LMNA splice mod	HTT aggregate	CBFb RUNX1 block
Cn1nc(-c2ccc(S(N)(=O)=O)s2)cc1C(F)(F)F	2%	-5%[10 µM]	3%	.	.	-9%[9.22 µM]	5%
CC(NC(=O)c1ccc2c(c1)OCCO2)C(=O)O (centres undefined)	-5%	-1%	10%	-5%	11%	-7%	-5%
O=C(N/N=C/c1ccc(-c2cccc([N+](=O)[O-])c2)o1)c1ccccc1O	-17%	.	-22%	-7%	.	-19%	5%
Cc1cccc(NC(=S)N(C)C)c1C	1%	19%[10 µM]	7%	-9%[15.4 µM]	.	-8%[9.22 µM]	-1%
COc1ccc(S(=O)(=O)N2CCC(C(=O)N3CCOCC3)CC2)cc1Cl	-2%	0%[10 µM]	6%	11%	?	2%[9.22 µM]	2%
C=CCn1c(N2C(=O)CC(Cc3ccccc3)C2=O)nc2ccccc21 (centres undefined)	-9%	8%[0.074 µM]	-9%	-1%	-5%	-9%	2%
Cc1ccn2cc(CSc3ccccc3)nc2c1	1%	-57%[inhibitor]	10%	-8%	-5%	5%	0%
COc1ccc(C(=O)C2CCCN(Cc3cnc(N4CCOCC4)s3)C2)c(OC)c1 (centres undefined)	-3%	8%[10 µM]	12%	2%	5%[46 µM]	4%[9.22 µM]	2%
Nc1nn(-c2ccccc2)nc1C(=O)OCc1ccccc1	4%	1%[10 µM]	-9%	.	.	-5%[9.22 µM]	23%
Cc1oc(/N=C/c2ccc3c(c2)OCO3)c(C#N)c1C	-2%	2%	0%	-11%	-5%	8%	1%

(cont.)
Compound	GAA spleen mod	HTT ATP protect	GAA glycogen mod	GAA inhib	LMNA splice mod	HTT aggregate	CBFb RUNX1 block
CN(Cc1ccccc1)C(=O)c1cnc2n(c1=O)CCS2	0%	5%[10 µM]	5%	-9%	-12%	-13%	-1%
Cn1c(SCC(=O)N2CCCC2=O)nnc1-c1ccccc1F	-10%	-11%	7%	-8%	.	8%	11%
O=C(CSCc1ccccc1)Nc1cccc(C(=O)Nc2ccc(C(=O)O)cc2)c1	-21%	-2%	-15%	8%	-4%	13%	1%
CCOC(=O)Cn1c2c(c(-c3ccccc3OC)cc1=O)CCCC2	3%	-2%	6%	-6%	3%	19%	21%
Cc1ccc(/C=C/C(=O)O)cc1S(=O)(=O)Nc1ccc2c(c1)OCO2	1%	-43%[10 µM]	0%	12%	.	-19%[9.22 µM]	15%
c1ccc2c(c1)nc(N1CCOCC1)c1ccccc12	.	-55%[inhibitor]	-8%	-12%	.	7%	?
CCOC(=O)N1CCN(C(=O)COc2ccc(Cl)cc2)CC1	1%	5%	2%	-6%	-3%	-9%	2%
O=C(NCc1cccnc1)c1nn2cccnc2c1Cl	-2%	9%[10 µM]	-1%	-1%	6%[46 µM]	1%[9.22 µM]	-3%
COCc1nnc(NC(=O)CCCOc2ccccc2OC)s1	10%	4%	8%	1%	-1%	3%	-1%
Cc1ccsc1/C=N/NC(=O)CN1CCN(Cc2ccccc2)CC1	-7%	37%[10 µM]	1%	?	.	3%[9.22 µM]	-12%

Next part:
Compound	GAA spleen mod	HTT ATP protect	GAA glycogen mod	GAA inhib	LMNA splice mod	HTT aggregate	CBFb RUNX1 block
Cc1[nH]ccc(=O)c1OCC(=O)O	6%	-2%[10 µM]	6%	.	.	24%[9.22 µM]	11%
CN(C)c1c(F)cc(-c2nn[nH]n2)cc1F	1%	5%[10 µM]	0%	-1%	.	22%[9.22 µM]	5%
CC(C)OC(=O)c1c(N)n(CCCN2CCOCC2)c2nc3ccccc3nc12	?	14%[10 µM]	19%	?	6%	10%	-2%
O=C(CCCSc1ccccc1)Nc1nc(-c2ccccn2)cs1	8%	-14%	2%	4%	?	-23%	?
CCNC(=S)N(Cc1cccs1)Cc1cc2cc(OCC)ccc2[nH]c1=O	-2%	20%[10 µM]	-13%	0%	-9%	25%	0%
Cc1cc(NC(=O)CN2C(=O)S/C(=C\c3ccccc3)C2=O)no1	-1%	-6%[10 µM]	20%	-2%	-9%	-3%	3%
CC1CCCC(C)N1S(=O)(=O)c1ccc(NC(=O)CNCC2CCCO2)cc1 (centres undefined)	5%	-7%	-9%	3%	7%	3%	6%
O=c1c2ccccc2nnn1Cc1ccc(Br)cc1	1%	-13%	-6%	-8%	.	?	-3%
O=C(c1ccc(Cl)cc1)c1coc2ccc(O)cc12	-7%	-40%[inhibitor]	-3%	-1%	?	0.63µM*	-1%
COc1ccc(S(=O)(=O)n2ccnc2)c2cccnc12	4%	15%	-4%	-5%	3%	-12%	7%

Next results.
Compound	GAA spleen mod	HTT ATP protect	GAA glycogen mod	GAA inhib	LMNA splice mod	HTT aggregate	CBFb RUNX1 block
COc1ccc(-c2cc(C(F)(F)F)nc(S(C)(=O)=O)n2)cc1	-7%	-155%[inhibitor]	11%[76.3 µM]	-6%	1%	-6%[9.22 µM]	-1%
Cc1c(C=O)c2ccccc2n1CC(=O)O	2%	15%[10 µM]	-12%	1%	.	26%[9.22 µM]	2%
COc1ccccc1NS(=O)(=O)c1ccc(C)c(C(=O)NCC2CCCO2)c1 (centres undefined)	9%	-10%[10 µM]	-12%	2%	-3%	13%	1%
COC(=O)c1ccc2c(c1)C(C)(C)C(/C=C/c1ccccc1O)=[N+]2C	-3%	-110%[inhibitor]	-13%	-8%	?	3.5µM*	.
CC(=O)Nc1ccc2[nH]c(C)c(CC=C(Cl)Cl)c(=O)c2c1	4%	12%	-1%	3%	6%	-8%	2%
CCCC(=O)Nc1ccc(C(=O)NNC(=O)c2cccc([N+](=O)[O-])c2)cc1	12%	24%[10 µM]	5%	-10%	.	10%[9.22 µM]	-3%
O=C(C1CCCN(S(=O)(=O)c2cccs2)C1)N1CCc2ccccc2C1 (centres undefined)	1%	4%	5%	-4%	?	-25%	8%
c1ccc2c(c1)CC1(CCCC1)n1nnnc1-2	0%	-9%[0.074 µM]	-16%	6%	0%	2%	-2%
O=C1c2ccccc2C(=O)N1Cc1ccccn1	-18%	.	13%	5%	.	22%	0%
C=CCOc1cccc(C2/C(=C(/O)c3ccccc3)C(=O)C(=O)N2CCN2CCOCC2)c1 (centres undefined)	8%	-5%	-9%	-5%	16%	15%	-2%

Carrying on:
Compound	GAA spleen mod	HTT ATP protect	GAA glycogen mod	GAA inhib	LMNA splice mod	HTT aggregate	CBFb RUNX1 block
CCOc1cc(NC(=S)NCCCN2CCOCC2)c(OCC)cc1NC(=O)c1ccccc1	-1%	-11%	-10%	?	.	3%	7%
CC1CC(C)CN(C(=S)Nc2ccc(SC(F)F)cc2)C1 (centres undefined)	-21%	-16%[10 µM]	-13%	-6%	?	8%	1%
CCOC(=O)Cc1cnc(NC(=O)CSc2nc(N)cc(=O)[nH]2)s1	0%	-12%	11%	5%	4%[46 µM]	11%	-9%
CCN(CC)S(=O)(=O)c1ccc(S(=O)(=O)Nc2ccc(C(=O)N3CCCC3)cc2)cc1	-9%	-3%[10 µM]	-11%	?	?	4%	4%
Cc1cc(NS(=O)(=O)c2ccc(NC(=O)/C=C/c3ccc(C)o3)cc2)nc(C)n1	-12%	-2%	-2%	0%	.	-4%	3%
CCC/C(=N/NC(=O)c1csc(C)c1C)c1ccc(Cl)s1	-1%	-17%	0%	-7%	3%	-9%	4%
Cc1cc(C(=O)NNC(=S)NCc2ccco2)nn1C	2%	.	?	0%	.	15%	-8%
Cc1nc(Nc2c(Cl)cccc2Cl)sc1C(=O)Nc1ccccc1	-6%	-15%[10 µM]	2%	-6%	?	11µM*	3%
O=C(Nc1ccccc1)c1ccc(S(=O)(=O)N2CCOCC2)cc1	-4%	6%	2%	1%	3%	16%	4%
Fc1ccccc1CSc1nnc2ccc(-c3ccncc3)nn12	-3%	-17%	2%	-1%	.	-30%	9%

More records
Compound	GAA spleen mod	HTT ATP protect	GAA glycogen mod	GAA inhib	LMNA splice mod	HTT aggregate	CBFb RUNX1 block
Cc1cccc(NC(=S)NNC(=O)COc2ccc(Cl)cc2Cl)c1	-1%	13%[10 µM]	?	-9%	-1%	?	3%
Cn1c(N)c(C(=O)CSc2nc3ccccc3n2-c2ccccc2)c(=O)n(C)c1=O	-2%	4%[10 µM]	-2%	-11%	1%	5%	5%
CC1=Nn2c(nnc2-c2n[nH]c3c2CCC3)SC1	-4%	-1%[0.074 µM]	13%	-4%	-3%	2%	-6%
Cc1ccc(NC(=O)Nc2ccc(C(=O)N3CCOCC3)cc2)cc1	5%	1%	3%	1%	?	-17%	3%
O=C1SCCC1NC(=O)C(c1ccccc1)c1ccccc1 (centres undefined)	-3%	-19%[10 µM]	3%	-2%	.	-12%[9.22 µM]	-1%
CC(C)CNC(=O)/C=C/c1cccs1	-4%	-10%[10 µM]	9%	-8%	-18%	-11%	-5%
Cc1cc(C)cc(NC(=S)N2CCN(c3ccc(F)cc3)CC2)c1	2%	-16%[0.074 µM]	-1%	-5%	-4%	6%	10%
CCN(c1cccc2ccccc12)S(=O)(=O)c1ccc(Cl)nc1	4%	3%[10 µM]	-1%	.	.	2%[9.22 µM]	8%
Cc1cc(NC(=O)CC#N)n(-c2nc3ccccc3[nH]2)n1	0%	2%[10 µM]	1%	.	.	-10%[9.22 µM]	3%
COc1ccc(Cl)cc1C(=O)NC(=S)Nc1cc(-c2nc3ccccc3[nH]2)ccc1C	4%	21%	-6%	1%[15.4 µM]	?	13%	-13%

(list continues)
Compound	GAA spleen mod	HTT ATP protect	GAA glycogen mod	GAA inhib	LMNA splice mod	HTT aggregate	CBFb RUNX1 block
Cc1ccc(-n2c(=O)cc(N3CCc4ccccc4C3)[nH]c2=O)cc1	5%	27%[10 µM]	5%	-3%	2%	-9%	2%
O=C(Nn1cnnc1)c1ccc(Cl)c([N+](=O)[O-])c1	0%	7%[10 µM]	4%	-6%[15.4 µM]	.	2%[9.22 µM]	4%
CC(/C=N/n1c(-c2cc(C)[nH]n2)n[nH]c1=S)=C\c1ccccc1	2%	-2%[10 µM]	-7%	?	-4%	-7%	-7%
CN1/C(=c2/s/c(=C3/C(=O)N(c4ccccc4)NC3=Nc3ccccc3)n(C)c2=O)C(C)(C)c2ccccc21	4%	5%[10 µM]	?	-7%	?	-3%	.

Bioassay records from PubChem BioAssay.
